Source: PubChem BioAssay (Sanford-Burnham Center for Chemical Genomics)
SENP1 inh = inhibitors of human SENP1 SUMO protease catalytic domain; AID 624204; inhibition, % at 10 µM; recombinant SENP1 catalytic domain, CyPet-SUMO1-YPet FRET cleavage; Q9P0U3; 0.21% of 360,000 active;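 active = inhibition at least 30% at 10 µM, raw YFP signal under a set limit, fluorescence ratio 0.5 to 1.5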;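 note: 0% = enzyme with DMSO and 100% = no enzyme wells; some results filed as inactive read as strong as hits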
Target sequence (Q9P0U3 419-644 limits assumed): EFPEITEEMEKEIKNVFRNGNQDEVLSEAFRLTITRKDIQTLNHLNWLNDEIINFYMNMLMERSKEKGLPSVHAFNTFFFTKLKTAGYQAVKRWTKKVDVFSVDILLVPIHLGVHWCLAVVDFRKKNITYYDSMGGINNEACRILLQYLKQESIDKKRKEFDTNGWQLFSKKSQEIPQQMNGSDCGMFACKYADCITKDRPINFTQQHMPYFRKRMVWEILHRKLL
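Assay system: hSENP1 catalytic domain, recombinant. Amount: SENP1 enzyme, 20 pM final. Schedule: 50 min reaction, RT, dark. Technique: FRET, CFP and YFP emission. Control set: no-enzyme wells low, DMSO-plus-enzyme wells high control.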
HKDC1 inh = HKDC1 (human) hexokinase inhibition | recombinant HKDC1, G6PDH/diaphorase resazurin coupled fluorescence | inhibition, % at 20 µM | 0.16% of 340,000 active | Q2TB90 | AID 493160;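 active = inhibition above about 35% when tested at 20 µM, limit read from the data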;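 note: plate controls were DMSO wells with enzyme for no effect and DMSO wells lacking enzyme for full effect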
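Incubation: 90 min at room temperature in dark / Material: recombinant HKDC1 (HK5) hexokinase enzyme, produced in-house / Quantity: enzyme 5 µg/mL final / Compound: one dose of 20 µM, 1% DMSO / Reagent: glucose and ATP substrates / Buffer or medium: Tris pH 8.0 buffer with MgCl2, Tween-20, BSA, BME / Technique: resorufin fluorescence at 613 nm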
Apaf-1 inh = blocks human Apaf-1 apoptosome activity | reconstituted apoptosome caspase-3 activity, DEVD-Rh110 fluorescence | 0.71% of 330,000 active | AID 489030 | O14727 | inhibition, % at 20 µM; active = inhibition of at least 40% at 20 µM;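 note: plate controls were DMSO wells for no effect and DEVD-CHO caspase inhibitor wells for full effect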
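System: Apoptosome proteins | Medium: Hepes pH 7.5 with detergent and BSA | Also added: Cytochrome c trigger plus (Z-DEVD)2-Rh110 caspase-3 substrate | Incubation: 30 min compound preincubation, 50 min activation, room temperature | Detection: Rhodamine 110 fluorescence at Ex 480/Em 540 nm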
SENP7 inh = blocks the human protease SENP7; Q9BQF6; recombinant SENP7, Z-RLRGG-aminoluciferin luminescence, 40 min; inhibition, % at 5 µM; 1.5% of 330,000 active; AID 434973;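 active = inhibition above about 50% at the single test dose, limit read from the data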;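 note: plate controls were DMSO with enzyme for no effect and no enzyme buffer wells for full effect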
SENP8 block-1 = blocks human SENP8 cleavage of Nedd8 substrate; 0.64% of 360,000 active; Q96LD8; AID 602440; recombinant SENP8, Nedd8 substrate fluorescence; inhibition, % at 20 µM; in the data active = inhibition mostly above about 40%, no sharp cut-off; inactive = mostly below about 27%
Target sequence (Q96LD8 whole entry, looked up): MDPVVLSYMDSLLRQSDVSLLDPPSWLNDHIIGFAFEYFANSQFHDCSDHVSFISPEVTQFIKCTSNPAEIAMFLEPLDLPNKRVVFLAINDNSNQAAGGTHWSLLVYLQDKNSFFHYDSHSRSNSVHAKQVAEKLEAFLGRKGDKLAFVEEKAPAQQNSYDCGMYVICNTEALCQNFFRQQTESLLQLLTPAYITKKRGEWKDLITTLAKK
SENP6 inh = blocks the human protease SENP6. Q9GZR1. Recombinant SENP6 catalytic domain, aminoluciferin luminescence. inhibition, % at 10 µM. 1.8% of 330,000 active;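 active = inhibition above about 50% at the single tested dose, limit read from the data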;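 note: plate controls were DMSO wells with enzyme for no effect and DMSO wells lacking enzyme for full effect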
Target sequence (Q9GZR1 628-1112 limits assumed): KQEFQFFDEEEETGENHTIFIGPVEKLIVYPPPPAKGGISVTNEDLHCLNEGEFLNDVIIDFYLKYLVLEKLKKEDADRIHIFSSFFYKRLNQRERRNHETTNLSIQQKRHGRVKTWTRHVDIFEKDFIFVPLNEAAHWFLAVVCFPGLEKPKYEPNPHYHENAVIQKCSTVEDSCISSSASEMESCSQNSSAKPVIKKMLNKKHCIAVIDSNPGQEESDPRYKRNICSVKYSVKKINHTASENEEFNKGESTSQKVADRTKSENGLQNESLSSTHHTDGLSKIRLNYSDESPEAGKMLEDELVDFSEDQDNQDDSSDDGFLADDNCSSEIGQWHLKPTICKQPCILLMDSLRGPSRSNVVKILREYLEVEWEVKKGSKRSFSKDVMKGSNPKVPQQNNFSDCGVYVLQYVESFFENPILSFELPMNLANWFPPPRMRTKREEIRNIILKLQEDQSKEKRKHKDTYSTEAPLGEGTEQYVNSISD
PfGluPho inh = PfG6PD (Plasmodium falciparum) enzyme inhibition | 0.78% of 350,000 active | inhibition, % at 20 µM | PfGluPho enzyme, NADPH resazurin-diaphorase fluorescence;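 active = inhibition reaching at least a set limit at 20 µM in the primary screen, cut at about 59% in these data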;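 note: 0% = DMSO wells with substrate and 100% = DMSO wells lacking glucose-6-phosphate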
SENP8 block-2 = SENP8 protease inhibition. Q96LD8. purified SENP8, Z-RLRGG-aminoluciferin cleavage, luminescence. inhibition, % at 10 µM. 1.2% of 330,000 active. AID 2540; in the data active = inhibition above about 50%
Active calls of the source: *; nt = no result given.

Every second line gives: SENP1 inh	HKDC1 inh	Apaf-1 inh	SENP7 inh	SENP8 block-1	SENP6 inh	PfGluPho inh	SENP8 block-2
> CN(Cc1nc(-c2cccs2)no1)CC1COCCO1 (stereo not drawn)
  0	-1	-11	0	3	-14	-12	-7
> Cc1ccc(NC(=O)Nc2cc(S(=O)(=O)N(C)C)ccc2C)cc1
  1	-8	2	-3	10	-6	32	-2
> COc1ccc(C2NC(=O)NC(C)=C2C(=O)OC2CCCCC2)cc1OC (stereo not drawn)
  0	-2	5	-3	8	-14	0	-4
> O=C1N=c2ccccc2=C1c1sc(Nc2ccc(O)cc2)nc1O
  1	28	nt	nt	25	nt	-21	nt
> CCCc1ccc(C(=O)NNc2ccc(F)cc2)cc1
  1	3	-5	10	47*	-10	4	-14
> O=C(COc1ccccc1)NCC(c1cccs1)N1CCOCC1 (stereo not drawn)
  -10	0	-15	12	20	-4	1	-7
> CCOC(=O)C1CCN(S(=O)(=O)c2cnc[nH]2)CC1
  2	-5	2	2	15	-14	-8	-2
> Brc1cc2c(cc1/C=N/Nc1nc(N3CCCC3)nc(N3CCOCC3)n1)OCO2
  4	1	20	7	-3	-10	16	-11
> O=C(Cn1c(=S)[nH]c2ccccc2c1=O)N1CCN(c2ccccc2)CC1
  3	-3	-2	9	12	-12	-11	-3
> Cc1oc(-c2ccccc2F)nc1CS(=O)CC(=O)NCc1ccc(F)cc1 (stereo not drawn)
  3	2	2	-4	2	2	-18	4

(cont.)
Every second line gives: SENP1 inh	HKDC1 inh	Apaf-1 inh	SENP7 inh	SENP8 block-1	SENP6 inh	PfGluPho inh	SENP8 block-2
> O=C(NCCCC(NC(=O)OCc1ccccc1)C(=O)O)OCc1ccccc1 (stereo not drawn)
  1	-6	-12	2	5	-1	-6	-2
> CCOc1cccc2cc(C(=O)NCc3cccnc3)c(=O)oc12
  -1	4	-9	11	-28	-4	6	-3
> COc1ccc(CCNC(=O)c2sc3nc4n(c(=O)c3c2C)CCC4)cc1
  -3	6	6	-2	-13	-3	2	7
> CC(C)N(CC#CCC(O)(c1ccccc1)c1ccccc1)C(C)C
  2	-3	18	11	7	8	-4	1
> COC(=O)C1CCN(C(=O)c2cc(S(=O)(=O)N3CCCCC3)ccc2Cl)CC1
  0	-5	12	-5	8	-16	-1	-8
> Cc1ccc2nc(-c3ccccc3)c(-c3ccccc3)nc2c1
  1	0	9	3	-110	-8	0	-7
> COc1cc(-c2ccc(NC(=O)c3ccc(C)cc3)c(OC)c2)ccc1NC(=O)c1ccc(C)cc1
  2	-8	nt	nt	-18	nt	-11	nt
> CCN1CCN(C/C(C)=C/c2ccccc2)CC1
  -1	0	-7	2	5	1	6	8
> Cc1cccc(N2CCN(C(=O)CCCn3c(=O)[nH]c4ccsc4c3=O)CC2C)c1 (stereo not drawn)
  0	-1	9	2	17	-2	-14	6
> Cc1cc2nnc(SCC(=O)N3C(C)CCCC3C)n2c(N)n1 (stereo not drawn)
  1	-6	-10	-4	12	4	-8	-7

Following part:
Every second line gives: SENP1 inh	HKDC1 inh	Apaf-1 inh	SENP7 inh	SENP8 block-1	SENP6 inh	PfGluPho inh	SENP8 block-2
> COC(=O)Nc1ccc(S(=O)(=O)N2CCN(c3ccc(F)cc3)CC2)cc1
  0	3	12	2	2	-5	1	-6
> O=C(Cn1cnc2ccccc2c1=O)NC1CCCc2ccccc21 (stereo not drawn)
  -10	2	-2	-3	-20	-4	-6	9
> O=C(Nc1cc2c(cc1Br)OCCO2)c1cccs1
  3	-2	11	-2	14	-10	-2	5
> CSc1nc(O)cc(=O)n1-c1ccc(F)cc1
  -1	-4	-9	10	12	-6	-19	0
> COc1cc(/C=N/N(C)C2=NS(=O)(=O)c3ccccc32)cc(OC)c1OC
  3	-4	4	-2	-89	-4	-5	-2
> COc1ccccc1CNC(=O)C[n+]1ccccc1
  2	-3	18	3	12	-19	10	-1
> CCCCCC(=O)Nc1nnn(CCC)n1
  4	-9	-6	-3	8	-3	-12	2
> CSCCC(NS(=O)(=O)c1c(Cl)cccc1Cl)C(=O)O (stereo not drawn)
  0	-2	8	13	18	6	-12	-3
> CCOc1cccc2sc(Cl)nc12
  2	-5	-10	2	7	43	7	5
> CN(C)C(CNc1ccc(C(F)(F)F)cn1)c1ccccc1 (stereo not drawn)
  -2	-4	3	3	-15	2	4	-11

Whole records from above:
CCOc1cccc2sc(Cl)nc12 is listed with SENP1 inh: 2; HKDC1 inh: -5; Apaf-1 inh: -10; SENP7 inh: 2; SENP8 block-1: 7; SENP6 inh: 43; PfGluPho inh: 7; SENP8 block-2: 5
CCCCCC(=O)Nc1nnn(CCC)n1 is listed with SENP1 inh: 4; HKDC1 inh: -9; Apaf-1 inh: -6; SENP7 inh: -3; SENP8 block-1: 8; SENP6 inh: -3; PfGluPho inh: -12; SENP8 block-2: 2

Carrying on.
Every second line gives: SENP1 inh	HKDC1 inh	Apaf-1 inh	SENP7 inh	SENP8 block-1	SENP6 inh	PfGluPho inh	SENP8 block-2
> CCc1ccc(Nc2ccc(S(=O)(=O)N3CCOCC3)cc2[N+](=O)[O-])cc1
  3	-1	16	4	26	-2	3	4
> CC(NC(=O)CNC(=O)c1sc2ccccc2c1Cl)c1ccc(S(N)(=O)=O)cc1 (stereo not drawn)
  -3	0	10	-4	7	-6	-9	6
> Cn1cc(C(=O)N/N=C/C=C/c2ccccc2)ccc1=O
  -2	-5	-10	-2	-5	-8	0	-5
> CCn1c(CNC(=O)c2ccccc2Cl)cc2ccccc21
  3	-4	10	4	10	8	0	-2
> COC(=O)[C@]1(C)N[C@H](c2ccc(SC3CCCCC3)cc2)[C@@H]2C(=O)N(C)C(=O)[C@@H]21
  -2	-6	8	-1	19	-9	0	-2
> CCN1CCN(c2c(Cl)cccc2NC(=O)c2cc3ccccc3o2)CC1
  2	-9	6	-1	-8	-9	3	-7
> Cc1c(C(=O)O)oc2ccc(S(=O)(=O)NCCC3=CCCCC3)cc12
  0	24	-2	-7	6	-1	-27	2
> CCc1ccc(/C=C/c2c([N+](=O)[O-])c(=O)n(C)c(=O)n2C)cc1
  3	13	16	-2	28	-18	-13	-2
> CCc1ccc(-c2nc(CS(=O)CC(=O)NC3CCCCCC3)c(C)o2)cc1 (stereo not drawn)
  -5	-8	15	-13	-8	-16	-3	-14
> COc1cc(-c2noc(-c3cccc(Cl)c3)n2)cc(OC)c1OC
  1	3	8	2	13	-4	3	-2

Remaining list, next part.
Every second line gives: SENP1 inh	HKDC1 inh	Apaf-1 inh	SENP7 inh	SENP8 block-1	SENP6 inh	PfGluPho inh	SENP8 block-2
> COC(=O)N1CCN(c2ccc(OC)cc2)CC1
  2	-12	-16	0	16	12	-4	-4
> O=C(C1=C[C@@H]2[C@H]3C(=O)N(c4ccc(Cl)cc4)C(=O)[C@H]3[C@@H](C(=O)c3ccc(Cl)cc3)N2C=C1)c1ccccc1
  -31	-4	13	1	-34	-3	-2	10
> C/C(=N\OCc1ccc(C#N)cc1)c1ccccc1
  0	3	16	80*	4	89*	-5	79*
> COc1ccc(NC(=S)Nc2cccc([N+](=O)[O-])c2)cc1
  2	7	-2	-3	5	-2	-7	-1
> O=C(O)CCC1(CCC(=O)O)c2ccccc2-c2ccccc21
  1	-4	-7	0	4	13	0	5
> COC(=O)c1cc2ccccc2n1S(=O)(=O)c1ccccc1
  -1	3	8	5	7	2	1	-3
> CCc1c(-c2n[nH]c(=S)n2Cc2ccccc2)csc1C
  1	11	5	1	9	0	2	-11
> Cn1nc(/C=C/c2ccccc2)ccc1=O
  2	-12	-2	58*	-396	54*	-8	41
> N#CC(=C1CCCC1)c1nc(-c2ccccc2O)cs1
  -1	-5	8	90*	5	86*	15	63*
> Cc1cc(C)nc(Nc2ncc(O)n2-c2ccc(C)c(Cl)c2)n1
  -2	-1	9	-1	23	4	-5	-2

Three entries already listed, ordered by count of non-hydrogen atoms, lowest first:
Every second line gives: SENP1 inh	HKDC1 inh	Apaf-1 inh	SENP7 inh	SENP8 block-1	SENP6 inh	PfGluPho inh	SENP8 block-2
> COC(=O)N1CCN(c2ccc(OC)cc2)CC1
  2	-12	-16	0	16	12	-4	-4
> C/C(=N\OCc1ccc(C#N)cc1)c1ccccc1
  0	3	16	80*	4	89*	-5	79*
> N#CC(=C1CCCC1)c1nc(-c2ccccc2O)cs1
  -1	-5	8	90*	5	86*	15	63*

Next section.
Every second line gives: SENP1 inh	HKDC1 inh	Apaf-1 inh	SENP7 inh	SENP8 block-1	SENP6 inh	PfGluPho inh	SENP8 block-2
> O=C(NCCC1=CCCCC1)c1ccc2c(c1)N(Cc1ccccc1)C(=O)CS2
  3	-5	8	3	6	-13	11	-2
> Cc1nc2ccc(NC(=O)N(C)c3ccccc3)cc2s1
  1	4	19	8	-11	4	-19	9
> Cc1ccc(CNCC(=O)Nc2ccc(C)cc2Br)cc1
  0	6	-3	-9	16	-21	10	-3
> CCN1C(=O)/C(=C/c2ccc(OC)c(OC)c2)N=C1SCC(=O)NCc1ccco1
  -134	-4	1	-6	-98	-23	5	-1
> Cc1cc(C)c2c(N=NN3CCOCC3)[nH]nc2n1
  0	-4	-7	5	12	-13	4	-10
> Cc1cc(NCCN(C)C)n2nc(-c3cccs3)cc2n1
  -66	-1	-1	9	-226	3	-2	8
> O=C(CCCOc1ccccc1)n1nnc2ccccc21
  2	-7	-36	-2	2	-13	8	-9
> CCOC(=O)[C@H]1[C@H]2COc3ccc(OC)cc3[C@@H]2N2C(=O)c3ccc(C)cc3NC(=O)[C@@]12C
  1	2	7	12	-11	-14	7	-5
> C=C(C)C1CC=C(C)/C(=N\NC(=O)CCC(=O)Nc2ccc(C)c(C)c2)C1 (stereo not drawn)
  1	-2	14	-2	19	-23	8	-4
> COc1ccccc1OCc1ccc(C(=O)NC(C)(C)C)o1
  0	6	12	-11	-12	-23	7	-14

The list continues.
Every second line gives: SENP1 inh	HKDC1 inh	Apaf-1 inh	SENP7 inh	SENP8 block-1	SENP6 inh	PfGluPho inh	SENP8 block-2
> CCN(CC)C(=O)Cn1cc(C(=O)C(=O)NCCCn2ccnc2)c2ccccc21
  2	-5	-10	-3	5	-5	4	-3
> CN(C(=O)CCCN1C(=O)c2cccc3cccc(c23)C1=O)c1ccccc1
  2	19	2	-8	-155	5	32	-7
> COc1ccc(-c2cn(-c3ccc(C)c(Cl)c3)c(=S)[nH]2)cc1OC
  -8	1	20	10	-13	-10	21	7
> CCCOc1ccc(C(=O)c2nc3c(n2O)CCCC3)cc1
  -1	4	-11	2	24	-3	-12	-12
> CSc1ncccc1C(=O)OCC(=O)NCCC1=CCCCC1
  2	5	8	1	2	1	-15	4
> O=C1CN(c2nc(-c3cccnc3)nc3sc4c(c23)CCCC4)CCN1
  -2	7	20	-7	-431	0	6	-8
